proCasp7 act: counter-screen: procaspase-7 (human) activation; P55210; recombinant procaspase-7, Ac-DEVD-pNA absorbance 405 nm; D23A/D198A/D206A triple mutant, cannot self-cleave; scale: DMSO 0, 5 µM enzyme 100; activation, % at 8.5 µM; actives 0.093% (n = 330,000);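 active means percent activation above the screen-wide mean plus 3 SD, cut at about 25% in these data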
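Detection: p-Nitroaniline absorbance at 405 nm, read at 0 and 120 min; system: Uncleavable procaspase-7 mutant enzyme; evaluation: % activation from two-timepoint absorbance difference, scaled to controls; times: 1 h enzyme–compound preincubation and 2 h substrate reaction, both 25 °C; buffer or medium: Zinc-free HEPES pH 7.4 with 300 mM NaCl, 0.01% Triton X-100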
proCasp3 act: activates human procaspase-3; P42574; recombinant procaspase-3 D3A, Ac-DEVD-pNA absorbance 405 nm; activation, % at 8.5 µM; actives 0.11% (n = 330,000);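 active means activation above the mean of all tested compounds plus 3 SD, cut at about 21% in these data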;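 further: 0% = DMSO alone and 100% = DMSO wells spiked with extra 5 µM PC-3 D3A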
Target sequence (P42574 whole entry D9A/D28A/D175A): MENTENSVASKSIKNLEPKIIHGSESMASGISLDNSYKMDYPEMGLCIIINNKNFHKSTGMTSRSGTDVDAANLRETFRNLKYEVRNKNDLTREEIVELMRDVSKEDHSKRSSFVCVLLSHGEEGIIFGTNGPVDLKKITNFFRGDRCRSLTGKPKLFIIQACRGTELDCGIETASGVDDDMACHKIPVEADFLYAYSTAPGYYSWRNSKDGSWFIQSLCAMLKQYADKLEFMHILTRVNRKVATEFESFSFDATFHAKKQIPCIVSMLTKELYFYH
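assay system = Procaspase-3 D3A mutant | signal = absorbance at 405 nm, 0 and 120 min | times = 1 h preincubation plus 2 h reaction at 25 °C | repeats = single replicate | read-out = % activation between DMSO and enzyme-spiked controls | medium = Zinc-free HEPES saline buffer with Triton X-100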
AHR act: activates the human aryl hydrocarbon receptor. AHR-responsive luciferase reporter cells, luminescence. activation, % at 5 µM. actives 2.5% (n = 320,000). AID 2796; in the data active means activation above about 47%;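 further: 0% = vehicle wells and 100% = reference agonist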
PP5 inh: PP5 (human) phosphatase inhibition | P53041 | purified PP5c, OMFP substrate fluorescence | inhibition, % at 6.7 µM | actives 0.18% (n = 320,000) | AID 1987;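 active means inhibition above the campaign's mean inhibition across all tested compounds plus 3 SD, cut at about 9.5% in these data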;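 further: 0% = DMSO only and 100% = 100 µM cantharidin control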
Target sequence (P53041 whole entry, looked up): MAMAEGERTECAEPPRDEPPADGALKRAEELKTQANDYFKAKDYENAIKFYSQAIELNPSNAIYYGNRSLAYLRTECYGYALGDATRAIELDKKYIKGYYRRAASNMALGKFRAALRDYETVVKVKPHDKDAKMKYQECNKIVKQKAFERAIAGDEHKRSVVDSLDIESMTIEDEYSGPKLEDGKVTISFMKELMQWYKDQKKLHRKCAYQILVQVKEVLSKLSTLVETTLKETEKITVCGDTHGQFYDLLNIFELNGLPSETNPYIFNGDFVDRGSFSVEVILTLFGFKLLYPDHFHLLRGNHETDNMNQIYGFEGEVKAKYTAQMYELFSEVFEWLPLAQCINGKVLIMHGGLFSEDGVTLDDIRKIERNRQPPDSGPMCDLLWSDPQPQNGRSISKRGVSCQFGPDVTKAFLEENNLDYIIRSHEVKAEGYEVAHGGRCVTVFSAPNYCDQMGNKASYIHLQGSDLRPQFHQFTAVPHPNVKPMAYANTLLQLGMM
PP1 counter: counter-screen for PP5 inhibitors: inhibitors of human PP1-alpha. P62136. purified PP1alpha, OMFP fluorescence. inhibition, % at 6.7 µM. actives 0.9% (n = 320,000);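 active means inhibition above the mean inhibition of all tested compounds plus 3 SD, computed separately for each screening campaign, cut at about 15% in these data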
CTSL1 counter: blocks F. hepatica cathepsin L1 in PFM18AAP counter-screen; AID 1906; actives 0.49% (n = 300,000); recombinant F. hepatica cathepsin L1, Z-Leu-Arg-MCA fluorescence; inhibition, % at 5.96 µM;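 active means inhibition above the mean of all tested compounds plus 3 SD, set per screening campaign, cut at about 17% in these data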;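 further: 0% = plate median of test compound wells and 100% = 1 µM Z-Phe-Ala-diazomethylketone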
TPT1 inhibitor: blocks Candida albicans tRNA 2'-phosphotransferase; inhibition, % at 5 µM; actives 0.81% (n = 300,000); recombinant caTPT1, FP RNA substrate dephosphorylation;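 active means inhibition above the mean of all tested compounds plus 3 SD, set per screening campaign, cut at about 24% in these data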;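 further: plate controls were DMSO alone for no effect and ferristatin control at 100 nM for full effect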
core dimer inh: HCV core protein dimerization inhibition | TR-FRET GST/Flag-core106 dimerization, 1536-well | inhibition, % at 5 µM | actives 0.33% (n = 300,000);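 active means inhibition above the mean of all tested compounds plus 3 SD, set per screening campaign, cut at about 45% in these data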
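assay system = GST-tagged and Flag-tagged HCV core protein residues 1-106 | controls = unlabelled core106 and no-GST-core106 wells | incubation = compound-protein-antibody incubation 4 h at 22.5 °C | probe or stimulus = Eu donor and XL665 acceptor anti-tag antibodies | read-out = % inhibition based on acceptor/donor emission ratio | signal = TR-FRET 671 and 617 nm emission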
PAFAH2 inh: PAFAH2 (human) inhibition; actives 0.99% (n = 340,000); inhibition, % at 3.39 µM; AID 492956; recombinant PAFAH2, FP-rhodamine activity probe, fluorescence polarization;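 active means inhibition above the mean over all tested compounds plus 3 SD, cut at about 30% in these data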;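 further: inhibitors block probe labeling of enzyme so polarization drops; 0% = enzyme with DMSO and 100% = wells lacking PAFAH2 protein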
* hit, by the source's call; x = not tested or not shown.

Start of the listing, in advance (2 entries):
1) O=C(O)CC(NC(=O)Cc1ccccc1)c1cc([N+](=O)[O-])ccc1Cl (stereo not given)
2) O=C(NCCc1ccc(Cl)cc1Cl)c1cccnc1

screen / no.,1,2
proCasp7 act,9,2
proCasp3 act,-8,-3
AHR act,0,6
PP5 inh,3.1,-1.7
PP1 counter,0,-1
CTSL1 counter,1,4
TPT1 inhibitor,4,2
core dimer inh,2,1
PAFAH2 inh,x,-5

This part in full (from the top)
1) O=C(O)CC(NC(=O)Cc1ccccc1)c1cc([N+](=O)[O-])ccc1Cl (stereo not given)
2) O=C(NCCc1ccc(Cl)cc1Cl)c1cccnc1
3) COc1ccc(C(=O)/C=C/c2ccc(OC)c(CN3CCOCC3)c2)cc1
4) O=C(O)CC(Cc1ccc(Cl)cc1)C(=O)Nc1ccc([N+](=O)[O-])cc1 (stereo not given)
5) Cc1ccc(/C(O)=C2\C(=O)C(=O)N(Cc3cccnc3)C2c2ccccc2[N+](=O)[O-])cc1 (stereo not given)
6) COc1cccc(Nc2ncnc3c2cnn3C)c1
7) c1ccc2c(c1)CCCN2c1nc(N2CCOCC2)nc(N2CCOCC2)n1
8) CCNC(=O)CSc1nnc(-c2ccc(OC)cc2)n1CC(C)C

screen / no.,1,2,3,4,5,6,7,8
proCasp7 act,9,2,-1,4,-4,6,-1,-8
proCasp3 act,-8,-3,0,7,-8,1,7,3
AHR act,0,6,5,-1,38,2,5,1
PP5 inh,3.1,-1.7,1.5,3.2,0.6,2.7,2.1,2.5
PP1 counter,0,-1,-3,-3,1,-4,-2,2
CTSL1 counter,1,4,4,-2,4,-2,0,-19
TPT1 inhibitor,4,2,1,1,-2,0,0,-3
core dimer inh,2,1,2,-1,5,-1,0,-4
PAFAH2 inh,x,-5,-10,2,-2,3,7,0

Three records drawn at random from those above, as already listed:
1) O=C(O)CC(NC(=O)Cc1ccccc1)c1cc([N+](=O)[O-])ccc1Cl (stereo not given)
8) CCNC(=O)CSc1nnc(-c2ccc(OC)cc2)n1CC(C)C
6) COc1cccc(Nc2ncnc3c2cnn3C)c1

screen / no.,1,8,6
proCasp7 act,9,-8,6
proCasp3 act,-8,3,1
AHR act,0,1,2
PP5 inh,3.1,2.5,2.7
PP1 counter,0,2,-4
CTSL1 counter,1,-19,-2
TPT1 inhibitor,4,-3,0
core dimer inh,2,-4,-1
PAFAH2 inh,x,0,3

(cont.)
9) Cc1nc(CC(C)C)cc(C(=O)N2CCCC(Nc3ccc(C)c(C)c3)C2)n1 (stereo not given)
10) C=CCC[C@H](Cc1ccc(F)cc1)C(=O)OC[C@@H](NC(=O)[C@@H](CC=C)CC(=O)N[C@H](CO)Cc1ccccc1)C(C)(C)C
11) COc1ccc(CCN(Cc2cccs2)S(=O)(=O)c2ccc(S(=O)(=O)N3CCC(C)CC3)cc2)cc1OC
12) O=C(O)c1nc(NCCc2ccccc2)ncc1Cl
13) COc1ccc(CCNc2oc(COc3ccccc3Cl)nc2C#N)cc1OC
14) COCCN(C(=O)CC1C(=O)NCCN1Cc1ccc(-c2ccccc2)cc1)C(C)C (stereo not given)
15) COC(=O)C/C(C)=N/Nc1ccc(S(=O)(=O)N2CCCC2)cc1[N+](=O)[O-]
16) COc1ccc(NC(=O)NCc2ccncc2)cc1

screen / no.,9,10,11,12,13,14,15,16
proCasp7 act,6,-3,3,-1,-41,9,0,5
proCasp3 act,7,0,-2,2,-37,4,5,0
AHR act,5,0,2,0,20,1,-1,3
PP5 inh,1.5,x,0.1,1.0,3.4,1.4,3.6,-3.1
PP1 counter,-1,x,3,-2,-1,-3,-4,0
CTSL1 counter,-2,x,-2,3,0,-2,2,5
TPT1 inhibitor,-4,x,-2,-5,2,0,0,0
core dimer inh,6,x,-8,-13,1,1,3,-3
PAFAH2 inh,1,-12,-1,-1,-6,4,5,1

17) COc1ccc(NC(=O)C(=O)NCCN2CCN(C(=O)C(c3ccccc3)c3ccccc3)CC2)cc1
18) Cc1cc(C)cc(NC(=O)C2CCN(S(C)(=O)=O)CC2)c1
19) Nc1nc(C(c2ccccc2)c2ccccc2)cs1
20) Cc1ccc(NC(=O)Nc2ccccc2C(N)=O)cc1
21) O=C1NC(=Nc2ccccc2)S/C1=C\c1cccn1-c1ccccc1
22) O=C(NCCS(=O)(=O)N1CCN(c2ccc(F)cc2)CC1)c1ccc2c(c1)OCO2
23) CNC(=O)n1ccc(C(=O)N2CCCCC2)n1
24) Cc1cccc(C)c1NC(=O)CN1CCNCC1

screen / no.,17,18,19,20,21,22,23,24
proCasp7 act,8,-2,3,10,0,5,-6,7
proCasp3 act,15,-8,4,-8,-9,0,-6,0
AHR act,2,5,2,5,-4,0,2,-2
PP5 inh,1.9,-2.6,0.2,3.0,2.4,1.3,1.0,0.3
PP1 counter,2,1,0,-2,2,-2,-1,-3
CTSL1 counter,-1,3,2,13,4,3,-2,-1
TPT1 inhibitor,0,0,0,0,1,-1,-8,1
core dimer inh,-1,14,8,11,22,-1,-4,-10
PAFAH2 inh,4,-3,1,5,9,-1,-2,2

25) C[C@H](N)C(=O)N1CCC(C(=O)N[C@@H](Cc2ccccc2)C(=O)Nc2ccc(F)cc2)CC1
26) COc1ccc(NC(=S)N2CCN(C/C=C/c3ccccc3)CC2)cc1OC
27) Cc1ccc(S(=O)(=O)N2CCCCC2)cc1
28) CCCNC(=O)OC[C@H]1O[C@H](CCO/N=C(\C)CCN2CCc3nc(-c4ccccc4)c(-c4ccccc4)cc3C2)C=C[C@@H]1Oc1ccc(OC)cc1
29) CCOc1ccc(CCNC(=O)CS(=O)Cc2nc(-c3ccc(OC)cc3)oc2C)cc1OCC (stereo not given)
30) O=C(O)c1cc(S(=O)(=O)NCCCN2CCCC2=O)ccc1Cl
31) O=C(O)CCc1nnc(SCC(=O)Nc2ccc(Cl)c(C(F)(F)F)c2)[nH]c1=O
32) Cc1cc(=O)oc2cc3c(cc12)OCCN3

screen / no.,25,26,27,28,29,30,31,32
proCasp7 act,8,-19,8,-12,-5,10,2,-6
proCasp3 act,9,-18,0,4,-2,4,-6,-9
AHR act,1,1,0,9,3,-1,0,-1
PP5 inh,2.5,3.9,0.3,1.1,-0.8,x,-0.3,-1.7
PP1 counter,9,-2,-2,2,0,x,-1,-2
CTSL1 counter,1,0,4,0,-1,x,2,8
TPT1 inhibitor,-2,-2,-1,9,-2,x,2,-3
core dimer inh,-15,0,6,-7,7,x,2,-1
PAFAH2 inh,2,3,2,x,-5,1,1,-6

33) CCN(CC)S(=O)(=O)c1ccc(OC)nc1
34) Cn1c(=O)cc(OCCCC(=O)Nc2ccc3c(c2)OCCO3)c2ccccc21
35) COCCCNC(=O)Cn1cc(/C=C(\C#N)C(=O)N2CCN(c3ccccc3)CC2)c2ccccc21
36) O=C(C1COc2ccccc2O1)N1CCN(c2nc3ccccc3s2)CC1 (stereo not given)
37) CCN1CN(Cc2ccccc2)CNC1=S
38) CC(C)Nc1nc(NC(C)C)nc(N(C)C(N)=O)n1
39) S=C(NCCc1ccccc1)Nc1ccc(Cl)cc1
40) COC(=O)C1=C(C)N(Cc2ccccc2)C(=NCc2ccc(OC)cc2)N[C@H]1c1ccccc1

screen / no.,33,34,35,36,37,38,39,40
proCasp7 act,-1,-10,-3,7,1,-2,-4,8
proCasp3 act,-1,-5,-6,8,-2,4,2,-4
AHR act,-1,-5,0,1,3,1,21,0
PP5 inh,2.4,0.6,0.0,0.1,-3.1,0.8,-0.3,x
PP1 counter,1,-2,-2,-1,9,-2,1,x
CTSL1 counter,-5,0,0,2,7,-2,1,x
TPT1 inhibitor,0,0,-2,-1,-1,1,0,x
core dimer inh,-3,0,4,9,-10,0,-5,x
PAFAH2 inh,-2,2,6,5,8,7,-8,-4

41) Cc1nc(SC2CC(=O)N(c3ccccc3)C2=O)nc2c1CCCC2 (stereo not given)
42) CN(c1ccccc1)S(=O)(=O)c1nnc(NC(=O)COc2ccccc2F)s1
43) COc1cc(C(=O)ONC(=O)c2ccc(OC(F)F)cc2)cc(OC)c1OC
44) CCOC(=O)N1CCN(C(=O)COC(=O)c2cc(C)ccc2C)CC1
45) Fc1ccc(CN2CCN(c3ncnc4scc(-c5ccccc5)c34)CC2)cc1
46) COc1ccc(CCNC(=O)CNC(=O)Cn2ccc3ccccc3c2=O)cc1OC
47) CC1=CC(C)(C)C(C(=O)O)C(C(=O)O)C1 (stereo not given)
48) CS(=O)(=O)N(CC(=O)N1CCCCCC1)c1ccc(Br)cc1
49) O=C(c1ccco1)N1CCN(S(=O)(=O)c2cccs2)CC1
50) CCCc1cc(C(=O)N/N=C/c2ccc(CC)s2)c2ccccc2n1
51) COc1ccccc1Nc1nc(-c2ccccc2)nc2ccccc12

screen / no.,41,42,43,44,45,46,47,48,49,50,51
proCasp7 act,-29,5,8,-5,18,7,2,9,-14,-2,17
proCasp3 act,-20,-8,-3,2,8,8,-2,0,-2,5,12
AHR act,-2,1,-1,2,4,2,3,0,-1,41,32
PP5 inh,0.5,1.0,0.5,x,-1.2,-1.4,-1.2,-0.4,2.0,2.4,4.6
PP1 counter,-1,0,3,x,3,-3,-2,-3,-5,-1,1
CTSL1 counter,-7,1,0,x,-6,-2,-1,1,-3,-3,-2
TPT1 inhibitor,0,0,-4,x,2,0,1,-3,0,-4,2
core dimer inh,6,27,-12,x,-2,6,-2,-2,0,6,0
PAFAH2 inh,-4,2,-7,-4,0,-1,-12,3,0,-3,1

Screens: PubChem, The Scripps Research Institute Molecular Screening Center
